# m5-HT2A agonist: agonists of mouse serotonin 5-HT2A receptor (HTR2A). activation, % at 7.6 µM. CHO-K1 mHTR2A beta-arrestin complementation, luminescence; percent of 30 µM serotonin response. hit rate 0.66% among 360,000;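 active means activation above a run cutoff, the mean activation of all tested compounds plus 3 SD, cut at about 14% in these data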;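 further: 0% = plate median of compound wells and 100% = 30 µM serotonin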
# Target sequence (P35363 whole entry, looked up): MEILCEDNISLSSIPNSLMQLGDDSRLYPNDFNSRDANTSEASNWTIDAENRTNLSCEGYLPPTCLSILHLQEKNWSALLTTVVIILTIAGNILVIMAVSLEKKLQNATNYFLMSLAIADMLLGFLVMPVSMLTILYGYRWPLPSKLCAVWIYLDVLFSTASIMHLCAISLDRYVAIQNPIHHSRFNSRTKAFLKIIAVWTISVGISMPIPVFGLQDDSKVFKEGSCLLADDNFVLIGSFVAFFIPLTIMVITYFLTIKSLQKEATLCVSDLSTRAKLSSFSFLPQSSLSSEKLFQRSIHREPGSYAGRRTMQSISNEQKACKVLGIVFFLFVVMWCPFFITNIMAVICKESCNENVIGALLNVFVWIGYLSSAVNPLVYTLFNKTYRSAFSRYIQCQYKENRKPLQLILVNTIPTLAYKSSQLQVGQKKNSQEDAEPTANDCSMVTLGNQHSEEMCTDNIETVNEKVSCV
# iPSC survival up: increases survival of single human iPS cells; hiPSC single-cell survival, ATPlite luminescence; 100% = ROCK inhibitor wells, 0% = DMSO; hit rate 0.044% among 360,000; survival enhancement, % at 20 µM; AID 602274; in the data active means survival enhancement above about 18%;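 further: cells exposed to compounds for 16 hours before the ATP read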
# aDG glyco act: increases alpha dystroglycan glycosylation; Pro5-aDG cells, alpha-DG glycosylation AlphaScreen (IIH6); 0% Pro5, 100% B10-LARGE cell signal; activation, % at 10 µM; hit rate 0.22% among 360,000; AID 624168;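 active means activation of at least 8% versus controls, or a plate z-score of at least 8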;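 further: Pro5 are CHO cells carrying HIG-tagged alpha-DG that lacks glycosylation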
# H9c2 protect: modulators protecting cardiomyocytes from myocardial damage | H9c2 cardiomyocytes, H2O2 injury protection, ATPLite, 2 h | protection from H2O2 cell death, % at 20 µM | hit rate 0.63% among 360,000 | AID 588492;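 active means compounds giving at least 50% protection of heart cells from peroxide-induced death in the single-dose screen, raw or plate-pattern-corrected value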;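 further: 0% = DMSO wells with peroxide and 100% = DMSO wells without peroxide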
# PDI inh: PDI (human) enzyme inhibition | P07237 | PDI insulin aggregation turbidity, A650, 90 min | inhibition, % at 10 µM | hit rate 0.052% among 350,000 | AID 588391;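 active means mean inhibition across replicates of 30% or more, whatever share of single replicates reach that level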;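 further: absorbance from insulin aggregation driven by PDI reduction with DTT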
# Target sequence (P07237 whole entry, looked up): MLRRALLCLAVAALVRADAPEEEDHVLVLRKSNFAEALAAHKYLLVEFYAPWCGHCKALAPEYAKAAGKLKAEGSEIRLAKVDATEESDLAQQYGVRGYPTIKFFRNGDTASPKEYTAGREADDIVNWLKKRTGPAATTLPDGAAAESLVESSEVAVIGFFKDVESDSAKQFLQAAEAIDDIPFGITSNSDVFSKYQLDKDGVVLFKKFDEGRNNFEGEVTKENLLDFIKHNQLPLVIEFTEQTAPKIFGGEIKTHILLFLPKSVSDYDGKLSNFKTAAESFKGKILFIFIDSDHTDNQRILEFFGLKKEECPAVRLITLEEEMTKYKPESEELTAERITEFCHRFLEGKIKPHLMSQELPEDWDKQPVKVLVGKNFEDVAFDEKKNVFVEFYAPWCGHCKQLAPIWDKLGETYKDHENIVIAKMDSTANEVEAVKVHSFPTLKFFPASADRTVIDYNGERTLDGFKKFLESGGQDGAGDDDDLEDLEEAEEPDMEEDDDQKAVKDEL
# Exocytosis inh: lytic granule exocytosis inhibition; TALL-104 LAMP-1 surface exposure, flow cytometry; cells stimulated with thapsigargin and PMA; inhibition, % at 10 µM; hit rate 0.66% among 360,000;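 active means inhibition above about 55%, limit read from the data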
# Vif inh: inhibitors of HIV Vif; AID 602346; hit rate 0.35% among 340,000; HEK293T cells, Vif self-association by quenched fluorescence, imaging, 24 h; inhibition, % at 7.49 µM; in the data active means inhibition above about 50%, passing the limit was not always enough; further: some results filed as inactive read as strong as hits
# CaV13 FRET inh: Primary screen for inhibitors of IQ motif and Ca2+-dependent inactivation inhibitor domain binding in CACNA1D, Förster resonance energy transfer in living cells, …; HEK cells, CFP/YFP FRET ICDI-IQ, plate reader, 10 min; percent FRET-ratio fall versus neutral wells; inhibition, % at 12.3 µM; hit rate 0.098% among 340,000; AID 743397;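 active means mean replicate inhibition of at least 30% and at least 1% of replicates passing that level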;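 further: 0% = median of the neutral control wells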
# N-glyco inh: blocks N-linked glycosylation in D54 reporter cells | D54 ERlucT glycosylation luciferase reporter, 24 h; percent of 100 nM tunicamycin response | reporter increase, % at 12.5 µM | hit rate 0.23% among 360,000;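 active means mean luciferase reporter signal, scaled so untreated is 0 and the glycosylation-blocking control 100, at or above a set limit in every replicate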;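 further: luciferase carries N-glycosylation sites so blocking glycosylation raises the light; 0% = median of neutral control wells and 100% = median of 100 nM tunicamycin wells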
# ABCB6 inh MLPCN: blocks the human ABCB6 transporter | Q9NP58 | K562-ABCB6 porphyrin accumulation, flow cytometry, 1 h; stronger effect = lower value | fluorescence ratio to DMSO, % at 10 µM | hit rate 0.19% among 360,000;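 active means fluorescence ratio to DMSO below 75%, the collection mean minus 3 SD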;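 further: signal is porphyrin accumulated inside mitochondria; 100% equals median channel fluorescence of DMSO control wells; lower ratio means ABCB6 inhibition with less porphyrin fluorescence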
# Starred values were filed as active, the others as inactive; . = not tested or not shown.
# Results follow in this order: N-glyco inh	m5-HT2A agonist	H9c2 protect	iPSC survival up	ABCB6 inh MLPCN	Exocytosis inh	CaV13 FRET inh	PDI inh	aDG glyco act	Vif inh
O=C(COc1ccccc1Cl)Nc1ccccc1C(=O)N1CCCCC1
 : -2	-3	1	0.2	101	0	.	-18	-0.1	-5
CCCn1ncc(CN2CCC(CO)(CC3CCCCO3)CC2)c1C (configuration not stated)
 : 0	-3	-4	0.1	88	-4	-5	-4	-0.3	6
COc1cc(OC)c(OC)cc1CNC(=O)c1ccc(S(=O)(=O)N2CC(C)OC(C)C2)cc1 (configuration not stated)
 : 0	9	-3	-1.1	99	-4	-5	13	-0.2	5
Cc1ccccc1-c1ncc(CN2CCN(C3CCCC3)C(CCO)C2)cn1 (configuration not stated)
 : 2	-1	5	-0.7	94	4	-5	-4	0.0	-3
CC1CCCC(C)N1S(=O)(=O)c1ccc(S(=O)(=O)NCc2ccccc2)cc1 (configuration not stated)
 : -3	-5	1	-3.6	89	-4	-8	-23	-0.1	.
COc1ccc(NC(=S)NCCc2ccc(F)cc2)c(OC)c1
 : 0	-4	5	-2.4	98	-1	-5	5	1.0	0
CN1/C(=C\C(=O)COC(=O)c2nccnc2N)C(C)(C)c2ccccc21
 : -3	-3	-3	0.0	102	-2	-6	1	0.2	-4
CCOC(=O)C1=C(C)N=c2s/c(=C\c3cccc(OCC(=O)O)c3)c(=O)n2C1c1ccccc1 (configuration not stated)
 : -1	1	8	-0.5	101	-5	2	-13	0.0	-2
O=C(CCC(=O)NCCCc1ccccc1)NCCCc1ccccc1
 : 2	-4	-3	-1.1	92	9	-2	2	-0.2	-8
CCc1nnc(NC(=O)c2ccc(S(=O)(=O)N3CCCCC3C)cc2)s1 (configuration not stated)
 : 3	3	-11	-0.9	103	4	.	-1	-0.2	1
N#CCNC1CC(=O)N(c2ccccc2)C1=O (configuration not stated)
 : 1	2	-3	-0.8	100	-12	-20	-14	0.1	11
Cc1cccc(C(CC(=O)N2CCCCC2)c2ccccc2)c1O (configuration not stated)
 : 2	-1	1	-0.6	97	-1	-2	5	0.1	-3
COC(=O)c1nnc(-c2ccccc2)nc1OC
 : 3	4	-1	-0.4	97	0	.	-3	-0.2	.
O=C(CSc1ccccc1)NC1CC1
 : 2	8	6	2.9	98	-3	-12	-9	-0.4	.
COc1ccc(S(=O)(=O)NC(C)C(=O)Nc2ccc3c(c2)OCCO3)cc1OC (configuration not stated)
 : 1	1	3	-0.5	101	-7	-3	5	-0.3	7
CC(C)NCC(O)COc1ccc(CCOCC2CC2)cc1 (configuration not stated)
 : -2	-3	6	-1.4	104	-3	-4	7	0.1	-3
O=C(NNc1ncccc1Cl)c1c(Cl)cccc1Cl
 : 0	8	-4	0.7	99	-1	.	-1	0.3	1
CNC(=O)COC(=O)c1ccccc1Oc1ccccc1
 : 0	-3	7	3.2	93	0	.	-1	0.1	0
CSc1nc(-c2ccccc2)cc(C)c1C#N
 : 1	-5	-13	0.7	99	-2	-6	-2	0.1	0
OCC1OC(n2cnc3c(=S)nc[nH]c32)CC1O (configuration not stated)
 : 25	-1	-2	0.7	101	-1	-6	-11	0.1	9
CCn1nnnc1SCC(=O)N1CCN(Cc2ccc3c(c2)OCCO3)CC1
 : 1	-2	-4	0.2	100	-5	-3	3	0.1	-2
CCOC(=O)C1=C(C)N(c2ccccc2)C(=O)NC1c1cccc([N+](=O)[O-])c1 (configuration not stated)
 : -1	-3	1	-2.6	107	11	-4	2	0.1	-8
CCOc1cc(C(=O)OCc2ccc(OC)cc2)ccc1OCC(=O)N1CCOCC1
 : -4	-11	3	-0.7	94	-1	-5	16	0.3	18
Cc1ccnc(NC(=O)C2CCN(S(=O)(=O)c3ccc4c(c3)CC(C)N4C(=O)C3CCC3)CC2)c1 (configuration not stated)
 : -5	6	2	-0.5	98	-2	-16	12	0.2	-1
Cc1cc(C(=O)OC(C)C(=O)NC2CCCCC2C)c(C)o1 (configuration not stated)
 : 2	6	6	-0.5	100	0	-5	-11	-0.1	2
COc1ccc(Cc2nc3ccc(C(=O)N(C)CCCN4CCOCC4)cc3o2)cc1
 : -2	-6	0	0.5	101	-1	-3	-1	0.3	-2
CCC(CC)C(=O)Nc1nnc(S(=O)(=O)Nc2ccccc2C)s1
 : 0	1	0	-0.7	101	-8	-20	4	-0.1	-11
CCOC(=O)c1sc(C)c(C(=O)NC2CCCCC2)c1N
 : 2	0	-4	0.2	94	0	.	-6	0.1	2
c1ccc2sc(N3CCCCC3)nc2c1
 : -3	4	-3	1.2	97	4	-8	-6	-0.2	24
COc1ccc(CCN2C(=O)CCC2(C)c2nnnn2Cc2ccccc2)cc1OC (configuration not stated)
 : .	4	.	0.4	91	0	-7	.	3.0	.
COc1cc2c(CCNC(C)=O)c[nH]c2cc1Cl
 : 3	5	-10	-0.7	105	-2	-6	-3	0.1	-3
Cc1ccc(C)c(N=Nc2nc3ccccc3n2C)c1
 : -13	-10	-14	-2.2	92	6	.	-3	2.3	-7
CCn1c(C(=O)N2CCC(C(=O)NCCCSC3CCCCC3)CC2)cc2sccc21
 : 0	-1	-9	0.1	96	2	-10	.	0.0	13
C=CCN(Cc1ccc(Cl)s1)C(=O)c1ccc(F)c(S(=O)(=O)N2CCOCC2)c1
 : -3	-2	2	-2.8	95	-3	-7	-1	0.5	4
O=C(CSC(=O)c1ccccc1)Nc1ccccc1F
 : 1	9	-5	1.7	100	8	-5	7	0.1	-7
Cn1cccc1C(=O)C(=O)Nc1ccc(Cl)cc1
 : -7	1	-29	-1.6	94	0	-5	0	0.0	6
NS(=O)(=O)c1ccc(NC(=O)COC(=O)c2ccc3c(c2)OCCO3)cc1
 : 0	-2	-4	0.6	99	1	15	1	-0.2	17
Cc1ccc(NC(=S)N2CCCC2)cc1Cl
 : 1	0	5	-0.2	93	-8	-5	3	0.1	-5
O=C(O)CN1C(=O)C2(OCCCO2)c2ccccc21
 : 0	2	-5	-1.9	95	0	-7	-11	0.0	.
C#CC(C)(C)NC(=O)c1cnc(-c2ccccc2)nc1-c1ccccc1
 : -1	2	2	0.3	97	0	-20	-1	-0.1	9
S=C(c1ccc(-c2ccc(Cl)cc2)o1)N1CCCCC1
 : -14	-4	-19	-1.3	95	0	.	4	-0.2	-11
COc1cccc(-c2csc(NC(=O)Oc3ccccc3)n2)c1
 : -1	-2	-2	-1.8	91	-5	-8	-5	-0.1	-2
Cc1ccc2c(c1)c1c(n2CC(O)CN2CCCCCC2)CCCC1 (configuration not stated)
 : 1	-12	3	-0.3	97	20	-15	-2	1.1	-3
Cc1cccc(C(=O)NCC(=O)N(C)Cc2nc3ccccc3c(=O)[nH]2)c1
 : 2	0	36	-0.4	95	-2	-5	-6	0.0	-7
O=C(CSc1n[nH]c(=O)[nH]c1=O)Nc1ccccc1C(=O)c1ccccc1
 : 0	4	5	-0.8	97	-2	-2	-1	0.1	-5
Cc1ccc(C2=NCCNC2=O)c(C)c1
 : 0	9	10	-0.6	99	-1	-6	-9	-0.2	.
Cc1ccc(SCc2nnc(NC(=O)c3ccccc3)s2)cc1
 : 0	3	-3	-0.6	98	-5	-5	-2	-0.1	-4
CCCCN([C@H](CO)C(C)C)S(=O)(=O)c1ccccc1Br
 : -1	-3	6	-0.6	98	-2	-7	-3	-0.1	1
Cn1ncc2c(Nc3cc(Cl)cc(Cl)c3)ncnc21
 : 6	5	-10	-0.4	83	1	-16	-3	1.1	6
O=[N+]([O-])c1ccc(COc2ccccc2CN2CCCCC2)cc1
 : 3	5	-5	-1.4	100	-6	-8	-8	0.0	1
Cc1[nH]c2ccccc2c1/C=N/NC(=O)c1ccc(N)cc1
 : 2	3	0	-0.8	103	0	-4	-9	0.0	-9
COc1ccc(CNC(=O)c2ccc(N3CCC4(CC3)CC(c3ccc(Cl)cc3)=NO4)c([N+](=O)[O-])c2)cc1
 : -6	6	-1	1.0	94	2	-6	-2	2.7	-14
CC(C)(C)OC(=O)N1CC(O)CC1C(=O)OCC(=O)c1ccccc1 (configuration not stated)
 : 1	-4	2	-1.6	90	-3	-10	25	-0.1	4
Cc1ccc(NC(=O)COC(=O)c2cccc(OC(F)F)c2)cc1S(=O)(=O)N1CCCCC1
 : -1	5	-13	0.2	96	1	-2	14	-0.5	13
CCOC(=O)c1ccc2c(c1)NCc1cccc(OC)c1O2
 : -1	-3	-2	-0.4	95	-20	-4	-5	-0.1	-1
O=S(=O)(Nc1cccc(-c2ccc(N3CCCCCC3)nn2)c1)c1ccc(C(F)(F)F)cc1
 : 0	-4	-6	-0.4	102	31	-6	-13	0.2	1
Nc1nc(Sc2c([N+](=O)[O-])cc(C(F)(F)F)cc2[N+](=O)[O-])n[nH]1
 : 10	-1	-14	0.4	96	20	-4	9	0.1	-7
Cc1ccc(N(C(=O)CNC(=O)c2ccco2)C(C(=O)NC2CCCC2)c2cccnc2)c(C)c1 (configuration not stated)
 : 3	-1	-1	0.1	99	-7	-5	15	-0.1	4
O=C(NCC1CCCO1)c1sc(=S)n2c1[nH]c(=O)c1ccc(C(=O)N3CCCCC3)cc12 (configuration not stated)
 : 0	0	8	-1.8	102	-5	-31	-2	-0.3	.
CN1CCN(C(=O)c2cc3ccccc3cc2O)CC1
 : 1	-10	2	-0.3	89	-2	-6	1	-0.1	0

# (cont.)
# Results follow in this order: N-glyco inh	m5-HT2A agonist	H9c2 protect	iPSC survival up	ABCB6 inh MLPCN	Exocytosis inh	CaV13 FRET inh	PDI inh	aDG glyco act	Vif inh
CC(=O)NC1=NN(C(C)=O)C(c2ccc(C(C)C)cc2)S1 (configuration not stated)
 : -3	-1	7	0.7	95	0	-3	-3	0.2	-8
O=C(CN1CCN(c2ccccn2)CC1)Nc1cccc(Cl)c1Cl
 : -1	-1	13	-0.4	119	-12	-3	-5	0.0	.
CCN(CCCNC(=O)CN1C(=O)COc2ccccc21)c1cccc(C)c1
 : -1	3	4	3.9	94	1	.	-7	0.1	4
O=C1Nc2ccccc2C1=NN1CCCCCC1
 : 0	0	1	-1.0	91	13	-5	-4	0.1	13
O=C(Nc1cccnc1)c1cc(-c2cccc(Cl)c2)on1
 : 5	-1	0	-0.1	93	5	-2	-16	-0.1	5
CCCc1[nH]nc2c1C1(C(=O)N(C(C)C)c3ccccc31)C(C#N)=C(N)O2 (configuration not stated)
 : -2	-2	0	-2.5	96	4	-9	1	-0.1	-2
COc1cc(NC(=O)CSc2nnc3c(n2)[nH]c2ccc(S(=O)(=O)NC(C)C)cc23)cc(OC)c1OC
 : 1	4	16	-1.0	101	1	4	4	-0.2	-2
CCOC(=O)c1[nH]c2ccc(OC)cc2c1NC(=O)/C=C/c1ccc2c(c1)OCO2
 : 0	-1	-4	0.1	98	0	-9	2	-0.1	8
COc1ccc(-c2cc(=O)c3cc(OC)ccc3[nH]2)cc1
 : -15	1	-18	-1.4	95	-1	.	5	0.4	-3
CCc1nonc1NC(=O)c1oc2ccc(Br)cc2c1C
 : -2	1	4	-0.2	109	0	-7	-3	0.2	5
Cc1ccc(CNC(=O)COc2cc(O)c3c(c2)OC(C)(C)CC3=O)cc1
 : 0	-3	-2	2.0	98	-2	.	.	0.0	-3
